Screens as filed in PubChem BioAssay.
SRC1 inh: human NCOA1 inhibition. 360,000 compounds, 0.12% hits. HEK293 GAL4-SRC1 luciferase reporter, luminescence. inhibition, % at 3.6 µM. Q15788. AID 588354;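 active means inhibition above the campaign mean plus 3 SD, with each screening campaign given its own cutoff, cut at about 60% in these data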;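 further: 0% = DMSO treated cells and 100% = gossypol at 36 µM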
LMP1 NFkB inh: reduces LMP1-driven NF-kappaB luciferase signal | 350,000 compounds, 0.69% hits | inhibition, % at 12.5 µM | LMP1-induced NF-kappaB luciferase reporter cells, luminescence; in the data active means inhibition above about 41%;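 further: 0% = neutral control wells and 100% = reference inhibitor control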
COUP-TFII inh: blocks human COUP-TFII nuclear receptor. HEK293T NGFI-A luciferase reporter, luminescence. inhibition, % at 8.6 µM. 370,000 compounds, 0.7% hits;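 active means inhibition above a per-plate cutoff, mean inhibition of test wells between control levels plus 3 SD, cut at about 38% in these data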;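 further: cells cotransfected with COUP-TFII expression vector driving the NGFI-A reporter; 0% = median of COUP-TF2 test wells and 100% = reporter-only cells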
Target sequence (P24468 whole entry, looked up): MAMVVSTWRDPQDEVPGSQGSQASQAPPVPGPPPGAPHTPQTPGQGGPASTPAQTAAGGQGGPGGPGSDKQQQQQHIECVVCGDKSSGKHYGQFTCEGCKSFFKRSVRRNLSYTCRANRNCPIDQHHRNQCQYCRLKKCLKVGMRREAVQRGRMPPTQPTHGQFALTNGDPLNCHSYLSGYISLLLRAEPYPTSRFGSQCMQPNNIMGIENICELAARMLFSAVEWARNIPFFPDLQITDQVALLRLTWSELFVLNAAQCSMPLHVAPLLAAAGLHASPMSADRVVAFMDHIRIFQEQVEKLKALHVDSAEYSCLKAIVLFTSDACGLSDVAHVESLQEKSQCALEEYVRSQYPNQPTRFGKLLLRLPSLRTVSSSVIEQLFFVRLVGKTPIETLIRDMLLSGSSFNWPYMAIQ
TLR9-MyD88 inh: inhibitors of human TLR9-MyD88 binding. inhibition, % at 4.98 µM. CHO BLA complementation TLR9-MyD88, CCF4 FRET ratio. 340,000 compounds, 0.21% hits. Q9NR96+Q99836. AID 504734;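 active means inhibition above the mean over all tested compounds plus 3 SD, cut at about 21% in these data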;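 further: 0% = DMSO only wells and 100% = clavulanate BLA inhibitor control wells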
LRH-1 inv ag: NR5A2 inverse agonism in reporter assay; O00482; HEK293T StAR-luciferase reporter, LRH-1 transfected, 24 h; inhibition, % at 3.6 µM; 360,000 compounds, 0.13% hits;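 active means inhibition above the mean inhibition of all tested compounds plus 3 SD, cut at about 73% in these data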;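 further: 0% = DMSO wells and 100% = reporter-only cells lacking LRH-1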
Target sequence (O00482 whole entry, looked up): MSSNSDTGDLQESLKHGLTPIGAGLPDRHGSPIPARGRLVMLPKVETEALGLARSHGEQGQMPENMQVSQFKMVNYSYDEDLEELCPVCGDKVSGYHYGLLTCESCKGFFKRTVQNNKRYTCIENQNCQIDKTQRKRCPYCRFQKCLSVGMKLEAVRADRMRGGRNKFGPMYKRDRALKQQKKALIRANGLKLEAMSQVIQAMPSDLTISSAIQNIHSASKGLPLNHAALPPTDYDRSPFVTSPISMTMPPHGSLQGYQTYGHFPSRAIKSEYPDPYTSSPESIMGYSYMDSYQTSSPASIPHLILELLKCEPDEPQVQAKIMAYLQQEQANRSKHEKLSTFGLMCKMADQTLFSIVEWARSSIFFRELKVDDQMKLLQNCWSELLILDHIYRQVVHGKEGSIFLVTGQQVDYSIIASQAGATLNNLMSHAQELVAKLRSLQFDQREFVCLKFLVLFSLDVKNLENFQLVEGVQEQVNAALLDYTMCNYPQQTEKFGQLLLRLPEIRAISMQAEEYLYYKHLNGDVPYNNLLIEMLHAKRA
NCOA2 inhibitor: inhibits human steroid receptor coactivator 2; Q15596; HEK293 GAL4-SRC2 luciferase reporter, luminescence; inhibition, % at 9 µM; 370,000 compounds, 0.17% hits;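 active means inhibition above the mean inhibition of all tested compounds plus 3 SD, set per campaign, cut at about 52% in these data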;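 further: 0% = DMSO treated cells and 100% = cells given Gossypol at 36 µM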
C8 TRAIL sens: caspase-8 TRAIL sensitization; inhibition (viability loss, TRAIL sensitization), % at 10 µM; NB7+C8 cells + TRAIL, ATPlite viability luminescence; 360,000 compounds, 1% hits;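 active means compounds causing at least 50% loss of cell viability in the single-dose screen, relative to plate controls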
TROY signal inh: inhibitors of TROY-dependent NF-kB signaling; Q293 LMP1-TROYcd NF-kB luciferase reporter, 4 h; inhibition, % at 10 µM; AID 1347056; 360,000 compounds, 0.98% hits;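 active means compounds whose plate-normalised and pattern-corrected inhibition of the luciferase reporter signal at the single screening dose is 50% or more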
NCOA3 inh: inhibits human SRC3 coactivator. inhibition, % at 3.6 µM. 360,000 compounds, 0.17% hits. HEK293 GAL4-SRC3 luciferase reporter, luminescence. Q9Y6Q9;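 active means inhibition above a per-campaign cutoff, the mean of all compounds plus 3 SD, cut at about 60% in these data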;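 further: 0% = DMSO-treated cells and 100% = gossypol-treated cells at 36 µM; higher means less SRC3-driven luciferase light from the GAL4 reporter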
NOD2 RIPK2 PPI: NOD2-RIPK2 protein interaction inhibition. CHO BLA complementation NOD2-RIPK2, CCF4 ratio. inhibition, % at 4.98 µM. 360,000 compounds, 0.38% hits; in the data active means inhibition above about 21%;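 further: 0% = vehicle only and 100% = reference blocker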
TWEAK-Fn14 inh: TWEAK-Fn14 signaling inhibition; TWEAK-stimulated Fn14 reporter cells, luciferase luminescence, 8 h; inhibition, % at 10 µM; 360,000 compounds, 2% hits; AID 1159606; in the data active means inhibition above about 50%
* marks the source's active call; other numbers are inactive results; x = no result given. These rows are one share of the data, so the mix of outcomes need not match the whole.

SMILES	SRC1 inh	LMP1 NFkB inh	COUP-TFII inh	TLR9-MyD88 inh	LRH-1 inv ag	NCOA2 inhibitor	C8 TRAIL sens	TROY signal inh	NCOA3 inh	NOD2 RIPK2 PPI	TWEAK-Fn14 inh
COc1ccc(S(=O)(=O)N2CCc3ccccc32)cc1C(=O)NCCc1ccc(S(N)(=O)=O)cc1	-16	-4	16	2	-23	17	1	10	4	1	-1
COc1cccc(N2C(=O)CC(N3CCN(c4ccc([N+](=O)[O-])cc4)CC3)C2=O)c1 (stereo not drawn)	-22	8	21	-3	6	17	6	21	16	1	0
COc1ccc2nc(C)cc(SCC(=O)N/N=C/c3ccc(O)c(O)c3)c2c1	-32	4	-8	-4	1	-12	5	42	-17	-5	-11
CC(=O)Nc1ccc(NC(=O)Nc2ccc3c(c2)N(C)C(=O)CS3)cc1	13	-5	20	3	-23	8	6	19	20	-10	32
C/C(CC(=O)NC1CCCC1)=N\NC(=O)c1ccc([N+](=O)[O-])c(Cl)c1	3	-3	8	3	-12	7	-6	3	21	12	-16
COc1cccc(CNS(=O)(=O)c2ccc(N3CCCC3=O)cc2)c1	-4	3	18	-4	-1	8	-14	7	12	-3	-2
COc1ccc(N/N=C(\C=N\O)C(=O)c2ccc(OC)cc2)cc1	-13	7	1	14	29	-33	13	16	24	-5	-4
CCN(CC)CC1CN(N=Cc2ccc([N+](=O)[O-])o2)C(=O)O1 (stereo not drawn)	-15	-1	-3	2	30	6	-4	4	0	7	4
C[C@]12C(=O)N(c3cccc(Cl)c3)C(=O)N1[C@H]1c3ccccc3OC[C@@H]1[C@H]2c1ccccc1	6	12	x	10	-1	x	17	-2	-4	4	-47
Cc1ccc(C)c(OCCC(=O)Nc2ccc3c(c2)OCO3)c1	1	-2	-8	-5	2	17	14	-21	-6	1	-26
Cn1c(=O)c2c(nc(NCc3cccnc3)n2Cc2ccccc2Cl)n(C)c1=O	-12	1	5	1	-17	-16	-5	-4	2	-6	-17
O=C(Nc1ccnc(-c2cccnc2)n1)c1ccc(Cl)c(Cl)c1	-2	-3	6	-6	10	-18	-2	-18	10	-23	-28
O=C(O)c1cccc(COCC(F)(F)C(F)F)c1	-28	-8	17	-3	6	1	-13	-38	-7	-6	-11
C=CCN(c1ccccc1)S(=O)(=O)c1cccc(C(=O)OCC(=O)NCCOC)c1	8	-6	-20	7	8	-4	12	1	2	-10	-8
Cc1cc2cc(C(c3nnnn3CC3CCCO3)N3CCCc4ccccc43)c(=O)[nH]c2cc1C (stereo not drawn)	-11	6	6	1	6	12	-10	5	-8	-4	-1
CC1(C)CC(=O)C=C(C(=O)N2CCCC(C(=O)c3cc(F)ccc3F)C2)O1 (stereo not drawn)	-9	-6	3	-4	-22	16	-13	-16	4	-4	-19
OC(c1ccc(Cl)c(F)c1)c1ncc(-c2ccc(F)cc2)[nH]1 (stereo not drawn)	1	x	-6	x	-26	2	-13	1	-3	-2	-20
Cc1ccc(NS(=O)(=O)c2ccc3[nH]c(=O)sc3c2)cc1	7	-3	-9	2	10	-12	-6	13	-3	-8	10
CC1(C(=O)NNC(=O)c2cccc([N+](=O)[O-])c2)CC1Br (stereo not drawn)	-5	-4	5	-12	2	-10	1	-1	-40	-3	0
CC(C)(C)OC(=O)N(CC1CCNCC1)C(=O)c1[nH]c(C(F)(F)F)nc1-c1ccccc1	5	x	-16	x	5	10	-9	1	3	-9	-4
CC1CCc2nn(CC(=O)NCc3ccc4c(c3)OCO4)cc2C1 (stereo not drawn)	5	1	-10	-1	-3	-13	-11	-4	-4	-5	4
Cc1cccn2c(CNC3CCCc4ccccc43)c(C(=O)N3CCCCC3)nc12 (stereo not drawn)	-3	15	-3	-5	9	16	-1	-2	5	-16	2
CC(=O)N1CCC(C(=O)N2c3ccccc3N=C(c3ccc(C(F)(F)F)cc3)C2C(=O)NC(C)(C)C)CC1 (stereo not drawn)	x	x	-3	x	8	-5	-1	x	x	7	x
O=C(Nc1cccc(C(F)(F)F)c1)Nn1cnnc1	12	-5	-10	-3	-11	-5	-8	16	-7	-12	-2
O=C1C2C3C=CC(CC3)C2C(=O)N1c1ccc(Br)cc1[N+](=O)[O-] (stereo not drawn)	7	-2	4	1	-2	12	0	-16	-4	4	9
O=C(O)/C=C/c1cn(Cc2ccccc2)nc1-c1ccccc1	-4	2	-10	-9	6	15	-14	-10	16	-3	-9
CSCCC(NS(=O)(=O)c1ccc(Cl)cc1)C(=O)OCC(=O)NC12CC3CC(CC(C3)C1)C2 (stereo not drawn)	5	2	5	5	13	4	-4	11	2	6	-17
COCc1c(C(=O)Nc2ccc(C)c(S(=O)(=O)N3CCOCC3)c2)oc2ccccc12	-17	-5	4	2	-3	1	21	9	-19	11	16
CCOC(=O)C1=C[C@@H](CC)N(S(=O)(=O)c2ccccc2)[C@H]1c1ccccc1	4	x	7	x	-2	-6	3	16	11	-11	30
CCC1CCCCN1C(=O)COC(=O)CSc1ccc(C(N)=O)cc1[N+](=O)[O-] (stereo not drawn)	-7	0	1	-18	-19	-3	0	-1	-9	6	-2
CCc1ccc(NC(=O)CC2C(=O)N(c3cccc(OC)c3)C(=O)N2CCOC)cc1 (stereo not drawn)	-1	3	13	3	20	-3	-15	4	-3	-23	-6
COc1ccccc1Cc1c(-c2ccccc2)nc2cc(C)c(Br)c(C)n12	x	x	-19	x	2	-37	23	-26	x	-19	10
CCOC(=O)N1CCC(N2Cc3cccc(C(=O)O)c3C2=O)CC1	5	3	10	-8	-3	14	-7	12	2	-5	9
Cc1ccc(N(C)C(=O)n2cnc3ccccc32)cc1	7	-3	24	5	12	-28	-9	0	3	6	-5
CCOc1ccc(NC(=S)N(Cc2ccc(Cl)cc2)Cc2ccco2)cc1	11	-3	-3	3	-11	-1	-10	-8	4	-11	-2
O=C(CSc1nnc(-c2cccnc2)o1)Oc1ccccc1	13	-4	14	0	5	-19	4	12	17	0	0
CC1=CCC(C(=O)O)C(C(=O)Nc2nc3ccc(S(C)(=O)=O)cc3s2)C1 (stereo not drawn)	2	-1	18	-3	19	-4	-7	-7	-4	-11	3
C=CCSc1nccc(-c2nn(-c3ccc(C)cc3)ccc2=O)n1	6	6	15	4	27	1	-2	16	25	-6	-2
Cc1ccc(NC(=O)CSc2nc3ccccc3c(=O)n2Cc2cccs2)cc1	-5	-25	-15	-7	-17	-7	-10	-3	-8	-10	-18
CSc1nc(N)nc(SCC(=O)c2ccccc2)c1C#N	-29	-4	-34	6	-10	-46	3	-31	-15	16	-13
CC1=C(C(=O)OCC2CCCO2)C(c2ccsc2)C2=C(CCCC2=O)N1 (stereo not drawn)	3	-4	2	3	9	-7	-10	-4	23	-8	-14
COc1ccc(C(O)c2ncc(-c3cccc4ccccc34)[nH]2)cc1F (stereo not drawn)	-3	x	14	x	-2	17	-6	5	-24	6	-1
O=C(CSc1nc2ccsc2c(=O)n1NC(=O)c1ccccc1)Nc1nccs1	-59	-11	-19	-15	-98	-27	-1	-46	-55	-4	6
COCCn1c(SCC(=O)Nc2cc(C)on2)nnc1-c1ccccc1	12	2	-11	6	-8	15	6	-9	15	-9	-3
Cc1cc(NC(=O)C2CC(=O)N(c3ccccc3Cl)C2)no1 (stereo not drawn)	0	1	-7	-5	-21	-11	-9	2	-4	-4	5
O=C1CSC(c2ccccn2)N1Cc1cn2ccccc2n1 (stereo not drawn)	-17	8	-14	-8	-1	-22	-2	5	-1	-4	-6
COc1ccccc1NC(=O)c1csc(-n2nc(C)cc2C(F)(F)F)n1	3	-6	-3	-9	28	-11	12	-9	2	5	-2
O=C(CCc1ccccc1)N=C1SC2CS(=O)(=O)CC2N1c1cccc(F)c1 (stereo not drawn)	19	-6	-3	-14	-19	11	-10	-9	-11	2	-12
O=C(NCc1nnc2c(C(F)(F)F)cc(Cl)cn12)c1cccs1	-7	-3	1	-1	0	-9	-14	-8	7	1	-4
CC(=O)Nc1nnc(SCC(=O)N2CCc3ccccc32)s1	-14	-6	-15	-1	-13	-23	13	-1	-14	13	8

Of the compounds above, 9 have an aryl methoxy group.
SMILES	SRC1 inh	LMP1 NFkB inh	COUP-TFII inh	TLR9-MyD88 inh	LRH-1 inv ag	NCOA2 inhibitor	C8 TRAIL sens	TROY signal inh	NCOA3 inh	NOD2 RIPK2 PPI	TWEAK-Fn14 inh
COc1ccc(S(=O)(=O)N2CCc3ccccc32)cc1C(=O)NCCc1ccc(S(N)(=O)=O)cc1	-16	-4	16	2	-23	17	1	10	4	1	-1
COc1cccc(N2C(=O)CC(N3CCN(c4ccc([N+](=O)[O-])cc4)CC3)C2=O)c1 (stereo not drawn)	-22	8	21	-3	6	17	6	21	16	1	0
COc1ccc2nc(C)cc(SCC(=O)N/N=C/c3ccc(O)c(O)c3)c2c1	-32	4	-8	-4	1	-12	5	42	-17	-5	-11
COc1cccc(CNS(=O)(=O)c2ccc(N3CCCC3=O)cc2)c1	-4	3	18	-4	-1	8	-14	7	12	-3	-2
COc1ccc(N/N=C(\C=N\O)C(=O)c2ccc(OC)cc2)cc1	-13	7	1	14	29	-33	13	16	24	-5	-4
CCc1ccc(NC(=O)CC2C(=O)N(c3cccc(OC)c3)C(=O)N2CCOC)cc1 (stereo not drawn)	-1	3	13	3	20	-3	-15	4	-3	-23	-6
COc1ccccc1Cc1c(-c2ccccc2)nc2cc(C)c(Br)c(C)n12	x	x	-19	x	2	-37	23	-26	x	-19	10
COc1ccc(C(O)c2ncc(-c3cccc4ccccc34)[nH]2)cc1F (stereo not drawn)	-3	x	14	x	-2	17	-6	5	-24	6	-1
COc1ccccc1NC(=O)c1csc(-n2nc(C)cc2C(F)(F)F)n1	3	-6	-3	-9	28	-11	12	-9	2	5	-2
